# Screening data: PubChem BioAssay, National Center for Advancing Translational Sciences (NCATS)
# POLI inh: blocks human DNA polymerase iota activity; Pol iota fluorescent replication assay, 10 min; Potency, µM (series often up to 115 µM), inactives show at the top dose activity, negative = inhibition, actives largely listed as inhibitors; 390,000 compounds, 1% hits; AID 588590; also: potency is read from the fitted curve at half-maximal effect
#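 Pol iota at 10 nM preincubated 15 min with compounds at room temperature; reaction started with fluorescent substrate, 50 nM final. Fluorescence read kinetically at 0 and 10 min; buffer-only wells as negative control.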
# Pol eta inh: inhibitors of human DNA polymerase eta. Potency, µM (top dose mostly 114 µM), without a hit: at the highest dose activity change, negative = inhibition, actives largely listed as inhibitors. 390,000 compounds, 1.2% hits. recombinant Pol eta, fluorescent DNA replication assay; also: potency is read from the fitted curve at half-maximal effect; % is scaled to controls: 0 for no effect and ±100 for the full control effect
#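 Fluorescent replication assay: 50 nM final substrate added after a 15 min room-temperature compound preincubation with 10 nM enzyme. Signal taken at 0 min and again at 10 min.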
# BLM inh: blocks DNA unwinding by human BLM helicase | P54132 | recombinant BLM DNA unwinding, fluorescence dequenching | Potency, µM (highest dose often 56.1 µM), for the others: at the highest dose activity change, negative = inhibition, actives largely listed as inhibitors | 350,000 compounds, 0.2% hits | AID 2528;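 also: potency is read from the fitted curve at half-maximal effect; plate controls were vehicle for no effect and no enzyme for full effect; nearly all actives have a fitted effect of over 35% in size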
# APEX1 inh: inhibitors of human APE1 endonuclease; Potency, µM (series often up to 65.8 µM), inactives show top-dose activity change, negative = inhibition, actives largely listed as inhibitors; 350,000 compounds, 0.35% hits; recombinant APE1, TAMRA/BHQ-2 abasic DNA cleavage fluorescence;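 also: potency is read from the fitted curve at half-maximal effect; plate controls were vehicle for no effect and reference inhibitor for full effect; nearly all actives have a fitted effect of over 55% in size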
#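 Measures dequenching upon AP-site incision of a 5'-TAMRA/3'-BHQ-2 THF-containing duplex, 50 nM; human APE1 0.75 nM after 15 min room-temperature exposure to compound; kinetic three-point read at one-minute spacing.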
# RXFP1 antag: blocks the human relaxin receptor RXFP1; Q9HBX9; HEK293-RXFP1, relaxin-stimulated cAMP HTRF, 30 min; hits give low values; activity change, negative = inhibition, % at 57.5 µM; 350,000 compounds, 0.59% hits; AID 1259400;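 active = activity change of -60% or lower, but not beyond a set lower limit; inconclusive = change between -60% and -40%, or beyond the set limit; inactive = change above -40%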; also: % is scaled to controls: 0 for no effect and ±100 for the full control effect
# POLK inh: inhibitors of human DNA polymerase kappa. Q9UBT6. purified Pol kappa, fluorescent DNA synthesis assay, 10 min. Potency, µM (doses to about 107 µM), inactives show at the top dose activity, negative = inhibition, hits mostly inhibitors. 400,000 compounds, 0.53% hits. AID 588579; also: potency is read from the fitted curve at half-maximal effect; % is scaled to controls: 0 for no effect and ±100 for the full control effect
# Target sequence (Q9UBT6 whole entry, looked up): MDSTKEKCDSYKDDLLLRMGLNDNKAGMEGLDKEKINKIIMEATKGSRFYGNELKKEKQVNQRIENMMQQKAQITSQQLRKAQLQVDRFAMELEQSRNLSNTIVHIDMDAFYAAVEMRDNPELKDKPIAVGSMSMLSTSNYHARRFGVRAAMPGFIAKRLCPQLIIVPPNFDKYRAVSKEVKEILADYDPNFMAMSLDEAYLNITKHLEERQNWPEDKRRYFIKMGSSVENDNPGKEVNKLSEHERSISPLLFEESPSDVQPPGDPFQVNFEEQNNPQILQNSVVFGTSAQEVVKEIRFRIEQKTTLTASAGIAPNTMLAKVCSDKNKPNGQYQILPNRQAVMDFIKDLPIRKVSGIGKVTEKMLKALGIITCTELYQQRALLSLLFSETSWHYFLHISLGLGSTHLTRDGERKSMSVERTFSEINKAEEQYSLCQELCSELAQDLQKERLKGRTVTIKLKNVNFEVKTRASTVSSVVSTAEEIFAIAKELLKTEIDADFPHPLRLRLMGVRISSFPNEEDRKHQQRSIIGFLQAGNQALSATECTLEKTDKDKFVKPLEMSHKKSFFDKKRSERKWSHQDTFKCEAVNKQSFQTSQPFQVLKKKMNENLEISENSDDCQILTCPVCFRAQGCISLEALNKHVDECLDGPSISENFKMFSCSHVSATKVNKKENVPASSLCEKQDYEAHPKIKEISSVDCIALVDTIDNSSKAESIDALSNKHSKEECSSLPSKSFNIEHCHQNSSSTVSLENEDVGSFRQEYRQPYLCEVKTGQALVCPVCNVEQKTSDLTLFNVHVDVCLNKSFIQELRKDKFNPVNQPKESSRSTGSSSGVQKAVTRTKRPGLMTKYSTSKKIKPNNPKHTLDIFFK
#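 Kinetic fluorescence readout at 0 and 10 min followed reaction start with substrate at 50 nM final. Beforehand, enzyme (10 nM Pol kappa) stood 15 min with compound at room temperature; buffer-only wells were negative controls.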
# Tb PGK inh: T. brucei PGK inhibition; P07378; PGK/GAPDH coupled, Kinase-Glo luminescence, 60 min; Potency, µM (highest dose often 57.5 µM), inactives show top-dose activity change, negative = inhibition, usual class: inhibitors; 380,000 compounds, 0.043% hits; AID 602233; also: potency is read from the fitted curve at half-maximal effect; % is scaled to controls: 0 for no effect and ±100 for the full control effect; nearly all actives have a fitted effect of over 60% in size
#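 Recombinant glycosomal PGK reaction used 1,3-bisphosphoglycerate generated in-well by GAPDH (100nM final) in 100mM TEA pH 7.6, 5mM MgCl2, 0.01% Tween-20. After 60 minutes at room temperature, ATP was read by Kinase-Glo Plus luminescence end-point.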
# Apoferritin bind: binds horse apoferritin like a general anesthetic | P02791 | apoferritin/1-aminoanthracene competitive binding, fluorescence | Potency, µM (doses to about 77.5 µM), for the others: top-dose activity change, negative = displacement, usual class: inhibitors | 350,000 compounds, 0.074% hits | AID 485281; also: potency is read from the fitted curve at half-maximal effect; % is scaled to controls: 0 for no effect and ±100 for the full control effect; nearly all actives have a fitted effect of over 20% in size
# Target sequence (P02791 2-175 limits assumed): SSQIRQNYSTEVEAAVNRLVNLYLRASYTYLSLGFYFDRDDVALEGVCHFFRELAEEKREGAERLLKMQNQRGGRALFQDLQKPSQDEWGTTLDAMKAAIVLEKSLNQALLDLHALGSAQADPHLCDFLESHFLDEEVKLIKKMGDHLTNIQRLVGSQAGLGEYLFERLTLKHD
#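 Concentration-response curves derived by four-parameter Hill fitting of normalized fluorescence, where compounds displaced 1-AMA from 10 uM horse apoferritin following a brief 10 min room-temperature incubation; propofol titration acted as positive control.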
# Pol beta inh: DNA polymerase beta (human) inhibition. Potency, µM (doses to about 114 µM), for inactives: at the top dose activity change, negative = inhibition, most hits filed as inhibitors. Pol beta primer extension/strand displacement, fluorescence kinetic. 340,000 compounds, 1.3% hits; also: potency is read from the fitted curve at half-maximal effect; % is scaled to controls: 0 for no effect and ±100 for the full control effect
#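 Curves were derived by four-parameter Hill fits of normalized qHTS data. The kinetic fluorescent primer-extension read was taken at 0 and 10 min after 50 nM substrate, following a 15 min room-temperature preincubation of 10 nM enzyme with compounds.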
# Active calls of the source: *; i = inactive; ? = inconclusive; . = not tested or not shown; [ ] = another dose, or the depositor's remark. Unless noted, calls follow the shape of the dose curve; as a rule, active = well fitted curve in the direction sought with a large enough effect; inconclusive = small, poorly fitted or top-dose-only effect, or another doubt; inactive = no such curve, though single readings can be large; an effect the other way counts as inactive or inconclusive. Only part of the results is shown, so the mix of outcomes need not match the whole.
# Labels used below – A = POLI inh; B = Pol eta inh; C = BLM inh; D = APEX1 inh; E = RXFP1 antag; F = POLK inh; G = Tb PGK inh; H = Apoferritin bind; I = Pol beta inh
COc1ccc(-c2ccc([C@H]3[C@H]4C=CC[C@@H](C)[C@@H]4C(=O)N3Cc3ccccc3)c(F)c2)cc1
  A: ?; B: -7%; C: -9%; D: 3%; E: .; F: -11%; G: 0%; H: 6%; I: 4%
Cc1ccccc1NC(=O)C1Cc2ccccc2CN1C(=O)c1ccco1 (stereo not drawn)
  A: -8%; B: -12%; C: -3%; D: -2%; E: -12; F: -10%; G: 0%; H: -12%; I: 4%
O=C(c1ccc(S(=O)(=O)N2CCOCC2)cc1)N1CCc2ccccc2C1
  A: -1%; B: 6%; C: -5%; D: 0%; E: 7; F: -5%; G: i; H: -11%; I: 0%
CN(C)CCNC(=O)C(=O)c1c(-c2ccccc2)cc2ccccn12
  A: -13%; B: -14%; C: 5%; D: 0%; E: -16; F: 3%; G: -2%; H: -5%; I: -3%
c1ccc(Cn2nnnc2C(c2cccs2)N2CCc3ccccc3C2)cc1 (stereo not drawn)
  A: ?; B: ?; C: -9%; D: -11%; E: 5; F: -26%; G: 0%; H: 53%[activator]; I: 0%
CSCCC(NC(=O)COc1ccccc1)C(=O)N1CCN(C(C)=O)CC1 (stereo not drawn)
  A: 25%; B: -10%; C: -1%; D: 24%; E: 1; F: -3%; G: i; H: -4%; I: 29%
COC(=O)c1ccc(S(=O)(=O)N2C3CCC2CC(NC(=O)NC2CCCCC2)C3)cc1 (stereo not drawn)
  A: -3%; B: -4%; C: -1%; D: -2%; E: 2; F: 0%; G: -6%; H: -2%; I: 2%
CCCCOC(=O)Nc1nnc(SCCOc2ccc(C)cc2)s1
  A: 8%; B: -12%; C: 3%; D: 3%; E: .; F: -1%; G: -1%; H: 0%; I: -3%
Cc1c(CN2CCN(CC(C)C)C(CCO)C2)[nH]c2ccc(Cl)cc12 (stereo not drawn)
  A: 37%[activator]; B: -19%; C: -8%; D: 8%; E: -3; F: 2%; G: -1%; H: -13%; I: -1%
C#CCNC(=O)C1=C[C@@H](c2ccc3c(c2)OCO3)C[C@@H](OCCCCO)O1
  A: 50µM*; B: ?; C: .; D: .; E: .; F: -39%; G: 6%; H: .; I: .
CN(Cc1ccc(F)cc1)Cc1nc(-c2cnccn2)no1
  A: 54%[activator]; B: -6%; C: -2%; D: 13%; E: -5; F: 6%; G: 0%; H: -11%; I: 48%
NS(=O)(=O)c1ccc(SCc2ccccc2)nc1
  A: -17%; B: 3%; C: .; D: .; E: -8; F: -5%; G: -4%; H: .; I: .
[O-]/C(=C(\C(=S)Nc1cccc2ccccc12)[n+]1ccccc1)c1ccc2c(c1)OCCO2
  A: 13%; B: -6%; C: -10%; D: ?; E: 20; F: -16%; G: -1%; H: -22%; I: 11%
COc1ccc(C(=O)N/C(=C\c2cccc([N+](=O)[O-])c2)C(=O)Nc2cccc(C(=O)O)c2)cc1
  A: 67%[activator]; B: -14%; C: 1%; D: 1%; E: -4; F: -11%; G: i; H: -7%; I: 1%
CCOC(=O)C(C)N1C(=O)S/C(=C/c2cc(C)n(-c3ccncc3)c2C)C1=O (stereo not drawn)
  A: 56%[activator]; B: -9%; C: -7%; D: 0%; E: -25; F: -5%; G: 10%; H: ?; I: 5%
O=C(c1ccc(C(F)(F)F)cc1)N1CCC(c2nc(-c3ccc(S(=O)(=O)N4CCCC4)cc3)no2)CC1
  A: -3%; B: -20%; C: -2%; D: .; E: -11; F: -5%; G: i; H: 4%; I: 21%
Cc1ccccc1OCC(=O)OC(C)CN1CCN(C)CC1 (stereo not drawn)
  A: ?; B: 8%; C: 2%; D: 19%; E: 19; F: -9%; G: -5%; H: -7%; I: -3%
CCC(C)[C@H]1CN=C(N)N1CCc1cccc2ccccc12 (stereo partly drawn)
  A: -19%; B: -4%; C: .; D: .; E: .; F: -22%; G: i; H: .; I: .
Cc1ccc(N(CC(=O)N2CCCC2)S(C)(=O)=O)c(C)c1
  A: 34%[activator]; B: -17%; C: -9%; D: 1%; E: 2; F: 6%; G: i; H: -4%; I: 37%
CC(C)(C)OC(=O)NCc1ccc(CNC(=O)c2nc[nH]c2C(=O)N2CCN(C(=O)OC(C)(C)C)CC2)cc1
  A: 20%; B: -19%; C: .; D: 0%; E: .; F: 3%; G: -8%; H: .; I: .

# Looked up above:
# Cc1ccc(N(CC(=O)N2CCCC2)S(C)(=O)=O)c(C)c1 in Pol eta inh reads -17%
# CC(C)(C)OC(=O)NCc1ccc(CNC(=O)c2nc[nH]c2C(=O)N2CCN(C(=O)OC(C)(C)C)CC2)cc1 in Tb PGK inh reads -8%
# O=C(c1ccc(C(F)(F)F)cc1)N1CCC(c2nc(-c3ccc(S(=O)(=O)N4CCCC4)cc3)no2)CC1 in BLM inh reads -2%

# Next section.
# Labels used below – A = POLI inh; B = Pol eta inh; C = BLM inh; D = APEX1 inh; E = RXFP1 antag; F = POLK inh; G = Tb PGK inh; H = Apoferritin bind; I = Pol beta inh
CC1CCN(C(=O)c2cc3c(=O)n(C)c4cc(Cl)ccc4c3s2)CC1
  A: 18%; B: -4%; C: -1%; D: .; E: .; F: 7%; G: i; H: 1%; I: 33%
Fc1ccc(COc2ccc3ccccc3c2CNc2nn[nH]n2)cc1
  A: -3%; B: -9%; C: -10%; D: -3%; E: -29; F: -14%; G: 1%; H: 2%; I: 25%
N#C/C(=C\c1ccc(F)cc1)C(=O)Nc1ccccn1
  A: -21%; B: -2%; C: -7%; D: -14%; E: 7; F: -4%; G: -1%; H: 28%; I: 60%
CCc1ccc2ncc3c(-c4ccc(C)cc4)nn(CC(=O)Nc4ccc(C)cc4)c3c2c1
  A: 11%; B: -22%; C: -5%; D: .; E: -10; F: 16%; G: -4%; H: 0%; I: -17%
CCCCCOC(=O)CSc1n[nH]c(=O)[nH]c1=O
  A: 16%; B: 9%; C: -1%; D: 1%; E: -6; F: -5%; G: -8%; H: -7%; I: -19%
CCN1CCN(C(=O)CN(c2ccc(F)cc2)S(=O)(=O)c2ccc(OC)c(OC)c2)CC1
  A: 16%; B: -19%; C: -2%; D: 8%; E: -10; F: -1%; G: 3%; H: -7%; I: 31%
N#Cc1ccccc1NC(=O)CSc1nnc(-c2ccccc2)n1-c1ccccc1
  A: ?; B: 11%; C: -4%; D: -1%; E: 4; F: -4%; G: -10%; H: -9%; I: 10%
O=C(Nc1ccc(N2CCOCC2)cc1)c1cccc(S(=O)(=O)N2CCC(Cc3ccccc3)CC2)c1
  A: 1%; B: -6%; C: -4%; D: -7%; E: -1; F: 1%; G: -8%; H: -4%; I: -1%
Cc1ccc2c(c1)COc1c3ccc(C(=O)O)cc3nn1-2
  A: ?; B: ?; C: 0%; D: -9%; E: .; F: ?; G: -15%; H: 3%; I: 38%
O=C(Nc1nnc(C2=COCCO2)o1)c1ccc(F)cc1
  A: 25%; B: -14%; C: 0%; D: -5%; E: -8; F: 3%; G: 0%; H: -4%; I: 5%
CN(C)CCNC(=O)C(=O)Nc1cc2c3c(c1)CCC(=O)N3CCC2
  A: -1%; B: -21%; C: 3%; D: 14%; E: 5; F: -15%; G: -3%; H: -2%; I: 26%
O=C(COC(=O)CCS(=O)(=O)c1ccccc1)NC(=O)c1ccc(OC(F)F)cc1
  A: 36%[activator]; B: -11%; C: .; D: 7%; E: -12; F: -7%; G: -6%; H: .; I: .
COc1ccc(CNC(=O)COC(=O)c2ccc(Br)o2)cc1
  A: 31%[activator]; B: -5%; C: .; D: 16%; E: -8; F: 6%; G: -2%; H: .; I: .
Clc1ccc2nc(N3CCCCC3)sc2c1
  A: 68%[activator]; B: -20%; C: 1%; D: -2%; E: -21; F: -5%; G: -9%; H: -5%; I: 51%
CCN(Cc1ccccc1)C(=O)Cn1cc(S(=O)(=O)NC)c(S(=O)(=O)NC)c1
  A: -16%; B: -2%; C: -4%; D: -18%; E: 5; F: -9%; G: -4%; H: 3%; I: 4%
CC(CCc1ccccc1)NC(=O)Cc1ccc([N+](=O)[O-])cc1 (stereo not drawn)
  A: 7%; B: -2%; C: 2%; D: 14%; E: 13; F: -7%; G: i; H: -10%; I: 41%
Cc1n[nH]c(C)c1CN(C)C(=O)C1CCC(=O)N(CCc2cccc(F)c2)C1 (stereo not drawn)
  A: 6%; B: 0%; C: -1%; D: -15%; E: 15; F: -12%; G: 0%; H: 1%; I: 8%
COc1ccccc1C1C([N+](=O)[O-])=CC([N+](=O)[O-])=CN1C (stereo not drawn)
  A: -10%; B: -12%; C: -2%; D: 18%; E: 11; F: 2%; G: -8%; H: -6%; I: 34%
CCOc1cc(C2C(C(=O)OC)=C(C)NC3=C2C(=O)c2ccccc23)c(Br)cc1OC (stereo not drawn)
  A: 37%; B: -13%; C: -8%; D: .; E: 0; F: 7%; G: i; H: ?; I: 1%
COc1ccc(-c2[nH]ncc2CN2CCCC(C(=O)c3ccc(OC)cc3OC)C2)cc1 (stereo not drawn)
  A: 27%; B: -22%; C: 3%; D: 7%; E: -25; F: -11%; G: i; H: -18%; I: -23%
CC(C)CC(=O)Nc1ccnn1C1CCN(C(=O)c2ccc(F)cc2Cl)CC1
  A: 6%; B: -13%; C: 1%; D: 9%; E: -6; F: -5%; G: -1%; H: -1%; I: 8%
Cc1noc(C)c1C(=O)NCC(=O)Nc1ccccc1Br
  A: -8%; B: -5%; C: .; D: -9%; E: -4; F: 2%; G: -10%; H: .; I: .
COc1cccc(NC(=O)CN(C)C(=O)CN2C(=O)NC(C)(c3ccc4ccccc4c3)C2=O)c1 (stereo not drawn)
  A: 18%; B: -20%; C: .; D: -21%; E: -15; F: -8%; G: -10%; H: .; I: .
CCOc1ccccc1C1NC(=O)CCC1[N+](=O)[O-] (stereo not drawn)
  A: 155%[activator]; B: -15%; C: -3%; D: 11%; E: -2; F: -6%; G: -5%; H: -3%; I: 0%
CC(O)[C@H]1CNC(=O)C(=O)N1CCc1cccc2ccccc12 (stereo partly drawn)
  A: 4%; B: -17%; C: -1%; D: -5%; E: .; F: 2%; G: -4%; H: 16%; I: 20%
